Screens from PubChem.
LYPLA2 inh: LYPLA2 (human) inhibition in PME1 counter-screen; recombinant LYPLA2, FP-Rh probe fluorescence polarization; inhibition, % at 5.9 µM; 0.38% of 320,000 active; O95372;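 active = inhibition above the screen-wide mean plus 3 SD, limit set per campaign, cut at about 26% in these data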;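 note: 0% = LYPLA2 with DMSO and 100% = wells lacking LYPLA2 enzyme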
pPAFAH inh: inhibitors of human plasma PAF acetylhydrolase (pPAFAH) | recombinant pPAFAH, FP-rhodamine probe fluorescence polarization | 1.5% of 330,000 active | inhibition, % at 3.39 µM | AID 463082 | Q13093;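 active = inhibition above the mean inhibition across the screen plus 3 SD, cut at about 25% in these data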;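 note: inhibitors block binding of the rhodamine activity-based probe so polarization drops; 0% = enzyme with DMSO and 100% = wells lacking pPAFAH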
GSTO1 inh: counter-screen for RBBP9 inhibitors: inhibitors of human GSTO1; P78417; recombinant GSTO1, activity-based probe fluorescence polarization; inhibition, % at 5.96 µM; 1.1% of 300,000 active; AID 1974;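 active = inhibition above the campaign mean inhibition plus 3 SD, cut at about 35% in these data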;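 note: 0% = GSTO1-1 with DMSO and 100% = wells lacking GSTO1-1 enzyme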
Target sequence (P78417 whole entry, looked up): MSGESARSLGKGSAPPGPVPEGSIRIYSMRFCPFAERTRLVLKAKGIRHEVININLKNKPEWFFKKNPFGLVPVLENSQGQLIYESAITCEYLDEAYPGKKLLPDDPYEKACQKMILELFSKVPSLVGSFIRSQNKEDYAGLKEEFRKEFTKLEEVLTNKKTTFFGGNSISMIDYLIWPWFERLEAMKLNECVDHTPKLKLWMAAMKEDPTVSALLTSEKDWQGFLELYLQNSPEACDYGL
PAD4 inh: inhibitors of human PAD4. inhibition, % at 6.36 µM. recombinant PAD4, RCA probe fluorescence polarization. 0.41% of 330,000 active. AID 485272;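 active = percent inhibition above a cutoff equal to the mean of all tested compounds plus 3 SD, cut at about 15% in these data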;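 note: 0% = PAD4 with RCA probe and DMSO and 100% = probe without PAD4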
PAFAH1B3 inh: PAFAH1B3 (human) inhibition. Q15102. recombinant PAFAH1B3, FP-rhodamine probe, fluorescence polarization. inhibition, % at 3.39 µM. 0.28% of 340,000 active. AID 492972;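 active = inhibition above the screen-wide average of all tested compounds plus 3 SD, cut at about 25% in these data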;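 note: 0% = enzyme with DMSO only and 100% = wells lacking PAFAH1B3 protein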
PAFAH1B2 FP inh: PAFAH1B2 (human) inhibition | P68402 | recombinant PAFAH1B2, FP-rhodamine activity probe, fluorescence polarization | inhibition, % at 3.39 µM | 1.2% of 340,000 active;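 active = inhibition above the mean of all tested compounds plus 3 SD, cut at about 24% in these data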;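 note: 0% = enzyme with DMSO and 100% = wells lacking PAFAH1B2; many of its hits are not listed in these tables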
Target sequence (P68402 whole entry, looked up): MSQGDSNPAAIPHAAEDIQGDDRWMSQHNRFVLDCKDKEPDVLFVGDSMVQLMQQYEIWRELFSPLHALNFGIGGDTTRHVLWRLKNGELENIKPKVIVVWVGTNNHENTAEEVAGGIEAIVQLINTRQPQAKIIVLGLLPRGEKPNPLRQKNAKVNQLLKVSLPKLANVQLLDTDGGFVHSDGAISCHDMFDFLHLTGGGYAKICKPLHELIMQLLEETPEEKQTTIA
PAFAH2 FP inh: PAFAH2 (human) inhibition. recombinant PAFAH2, FP-rhodamine activity probe, fluorescence polarization. inhibition, % at 3.39 µM. 0.99% of 340,000 active. AID 492956;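 active = inhibition above the mean over all tested compounds plus 3 SD, cut at about 30% in these data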;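 note: inhibitors block probe labeling of enzyme so polarization drops; 0% = enzyme with DMSO and 100% = wells lacking PAFAH2 protein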
PME-1 inh: blocks human protein phosphatase methylesterase 1 | Q9Y570 | recombinant PME-1, FP-Rh probe fluorescence polarization | inhibition, % at 5.9 µM | 0.53% of 320,000 active | AID 2130;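 active = inhibition above the campaign mean of all compounds plus 3 SD, cut at about 26% in these data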;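 note: competitive labeling of PME-1 active site by serine hydrolase directed probe; 0% = PME-1 with DMSO and 100% = wells lacking PME-1 enzyme; inhibitors block probe labeling so polarization falls and inhibition rises; many of its hits are not listed in these tables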
Target sequence (Q9Y570 whole entry, looked up): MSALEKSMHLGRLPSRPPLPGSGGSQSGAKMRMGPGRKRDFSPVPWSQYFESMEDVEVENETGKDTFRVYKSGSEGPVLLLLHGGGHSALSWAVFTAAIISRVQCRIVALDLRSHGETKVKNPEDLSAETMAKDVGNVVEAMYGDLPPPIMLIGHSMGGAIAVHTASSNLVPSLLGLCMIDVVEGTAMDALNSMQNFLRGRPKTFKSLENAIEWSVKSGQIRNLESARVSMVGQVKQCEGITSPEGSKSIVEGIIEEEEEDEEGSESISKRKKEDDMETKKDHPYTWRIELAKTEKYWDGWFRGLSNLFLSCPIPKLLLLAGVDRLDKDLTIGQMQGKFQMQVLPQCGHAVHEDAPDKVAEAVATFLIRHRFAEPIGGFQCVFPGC
LYPLA1 inh: counter-screen for PME1 inhibitors: inhibitors of human LYPLA1 | recombinant LYPLA1, FP-Rh probe fluorescence polarization | 0.16% of 320,000 active | AID 2174 | inhibition, % at 5.9 µM | O75608;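 active = inhibition above the mean of all tested compounds plus 3 SD, set per campaign, cut at about 14% in these data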;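 note: inhibitors block serine hydrolase probe labeling of LYPLA1 so polarization falls; 0% = enzyme with DMSO and 100% = wells lacking LYPLA1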
Target sequence (O75608 whole entry, looked up): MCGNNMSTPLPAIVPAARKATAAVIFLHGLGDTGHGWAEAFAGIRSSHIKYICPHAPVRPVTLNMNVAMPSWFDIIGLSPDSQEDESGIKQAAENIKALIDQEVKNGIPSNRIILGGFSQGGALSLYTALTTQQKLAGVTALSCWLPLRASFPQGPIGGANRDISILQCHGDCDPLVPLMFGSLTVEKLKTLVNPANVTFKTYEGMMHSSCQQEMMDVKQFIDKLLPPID
Active calls of the source: *; . = not tested or not shown. This is a subset, so the mix of outcomes need not match the whole.

1. Nc1ncc(CCN2CCOCC2)c(-c2ccc(F)cc2)n1
2. Cc1cc(Cl)ccc1NC(=O)CCN1C(=O)C2CCCCC2C1=O (stereo not given)
3. CN1CCN(c2ccc(NC(=O)COc3ccccc3[N+](=O)[O-])cc2)CC1
4. CCCCn1c(N)c(N(CCOC)C(=O)c2cc3c(s2)CCC(C)C3)c(=O)[nH]c1=O (stereo not given)
5. COC(=O)c1ccc2c(=O)n(CCN3CCOCC3)c(SCC(=O)NCc3ccccc3)nc2c1
6. COC1CCN(C(=O)c2ccc3oc(C(C)C)nc3c2)CC1
7. C=CCN(CC=C)c1ccc(N2C(=O)C3CCCCC3C2=O)cc1[N+](=O)[O-] (stereo not given)
8. C=CCOc1nc(N2CCCC2)nc(N2CCCC2)n1
9. CC(C)(C)c1ccc(C2CC2C(=O)N/N=C\c2ccc[nH]2)cc1 (stereo not given)
10. Cc1ccccc1OCC(=O)NNC(=O)Cc1ccc(S(=O)(=O)N2CCOCC2)s1

Screen / compound no.	1	2	3	4	5	6	7	8	9	10
LYPLA2 inh	5	0	-5	10	2	-1	11	3	8	3
pPAFAH inh	1	1	1	2	2	3	21	-10	9	7
GSTO1 inh	-7	.	8	5	9	5	10	1	-8	1
PAD4 inh	0	-1	-1	0	0	3	-3	-10	-8	4
PAFAH1B3 inh	8	9	12	7	-1	5	10	12	1	10
PAFAH1B2 FP inh	3	0	11	6	-1	1	6	3	4	3
PAFAH2 FP inh	5	-2	11	7	11	3	2	1	5	8
PME-1 inh	3	2	2	-2	-6	4	2	-7	-2	-4
LYPLA1 inh	-1	-1	0	3	2	3	1	-1	-1	-3

11. CCN1CCN(C(c2cccnc2)c2cc(Cl)c3cccnc3c2O)CC1 (stereo not given)
12. COc1ccc(NC(C)c2cc(Cl)ccc2O)cc1 (stereo not given)
13. Cc1cccc(-c2noc(CN(C(=O)/C=C/c3ccccc3Cl)C(C)C)n2)c1
14. CC(C)(C)C(=O)N1CCC(O)(CS(=O)(=O)Cc2ccccc2Cl)CC1
15. O=C(CCCSc1nc(-c2ccco2)cc(C(F)(F)F)n1)NCc1cccs1
16. CCn1c(=O)c2c3c(sc2n2c(SCc4ccc(F)cc4)nnc12)CCCC3
17. COc1ccc(C)cc1NC(=O)C(OC(=O)CNC(=O)c1ccc(Oc2ccccc2)cc1)c1ccccc1 (stereo not given)
18. CCCCn1ccnc1C(=O)c1cccc(S(=O)(=O)N2c3ccccc3CC2C)c1 (stereo not given)
19. CCOC(=O)N1CCC(Nc2nc(OC)nc(OC)n2)CC1
20. O=C(CSc1ncnc2c1nnn2Cc1ccc(F)cc1)NCC1CCCO1 (stereo not given)

Screen / compound no.	11	12	13	14	15	16	17	18	19	20
LYPLA2 inh	5	-5	-7	-3	1	5	-34	1	-2	11
pPAFAH inh	9	6	3	6	11	1	4	4	-4	3
GSTO1 inh	-18	2	-3	-9	-4	0	-4	3	11	-5
PAD4 inh	4	-3	1	0	-4	2	-1	2	-3	3
PAFAH1B3 inh	4	2	-5	6	2	3	-16	4	10	5
PAFAH1B2 FP inh	2	4	-3	5	-4	1	-5	4	3	4
PAFAH2 FP inh	2	-4	-4	3	-2	4	-4	0	-7	-3
PME-1 inh	-4	-3	-11	-3	5	-3	-12	-2	-3	6
LYPLA1 inh	4	-1	-5	1	-3	-2	-18	-1	-4	0

21. CCc1ccc(NC(=O)CCc2nc3sc4c(c3c(=O)[nH]2)CCCC4)cc1
22. CC(C)Cc1cc(C(=O)N2CCC(N3CCC(C(=O)N4CCCC4)CC3)CC2)n[nH]1
23. CC(C)CN(CC(C)C)c1nc(N)c(C#N)c(CC#N)c1C#N
24. CCOC(=O)c1sc(NCC2CCCO2)nc1C (stereo not given)
25. COc1cccc(C(=O)Nc2cc(OC)ccc2NC(=O)c2ccco2)c1
26. Cc1cc(C(=O)N2CC=C(c3ccccc3)CC2)c2ccccc2n1
27. CCOC(=O)N1CCC(=NNC(=O)Cn2ccc(C(F)(F)F)n2)CC1
28. CC(C)NC(=O)CN(C(=O)CCC(=O)Nc1ccccn1)c1ccc(F)c(Cl)c1
29. O=C(OCC1COc2ccccc2O1)c1c(F)cccc1F (stereo not given)
30. COc1ccc(-c2nnn(CC(=O)N(CCCO)C(C(=O)NC3CCCC3)c3ccncc3)n2)cc1 (stereo not given)

Screen / compound no.	21	22	23	24	25	26	27	28	29	30
LYPLA2 inh	-6	0	-4	1	2	1	-9	4	11	2
pPAFAH inh	3	1	5	3	2	-7	4	1	7	3
GSTO1 inh	-2	0	-1	3	-2	3	8	4	-2	10
PAD4 inh	-10	-4	-11	-1	1	-6	-1	3	-4	-1
PAFAH1B3 inh	-8	1	8	5	10	5	6	5	11	8
PAFAH1B2 FP inh	-5	1	13	3	5	3	-1	-2	5	4
PAFAH2 FP inh	-4	-1	-2	-1	0	1	-3	8	11	-5
PME-1 inh	-13	-7	8	-3	-3	-9	-5	3	5	-1
LYPLA1 inh	-3	-1	-5	0	0	-1	-5	1	5	-5

31. COc1ccc(NC(=O)c2cccc3c2C(=O)c2ccc(-c4ccc(F)cc4OCc4ccccc4)cc2S3(=O)=O)cc1
32. O=C(CN1C(=O)NC2(CCc3ccccc32)C1=O)Nc1ccccc1OC(F)F (stereo not given)
33. COc1ccc(NCc2nnc(SCC(=O)Nc3nc(-c4ccccc4)cs3)n2-c2ccccc2)cc1
34. COCc1c(C)cc(C)c(/C=N/O)c1C
35. CC1(C)C(=O)Nc2ccccc2N1C(=O)COc1ccc(S(=O)(=O)N2CCOCC2)cc1Cl
36. CC(=O)c1ccc(OCCCC(=O)NCC(c2ccco2)N(C)C)cc1 (stereo not given)
37. Cc1ccc(NC(=O)NCC2CC2(Cl)Cl)cc1 (stereo not given)
38. CNC(=O)NC(=O)Cn1cnc2sc(-c3ccccc3)cc2c1=O
39. COc1cc(NC(=O)c2ccco2)c(C(=O)O)cc1OC
40. Cc1nc(NC(=O)CSC2=NCCS2)sc1C(=O)N(C)C

Screen / compound no.	31	32	33	34	35	36	37	38	39	40
LYPLA2 inh	.	3	-2	-4	4	8	13	1	3	0
pPAFAH inh	23	-2	-3	0	16	6	8	-1	4	5
GSTO1 inh	.	.	-1	2	7	4	4	3	-10	4
PAD4 inh	4	0	-8	4	-4	1	0	-3	2	9
PAFAH1B3 inh	-11	5	2	9	0	8	10	.	12	8
PAFAH1B2 FP inh	-7	-2	7	8	4	1	2	.	0	-1
PAFAH2 FP inh	20	2	-2	-3	8	3	-2	.	-7	-1
PME-1 inh	.	2	-4	3	2	5	3	-4	0	7
LYPLA1 inh	.	0	-3	0	-3	0	-3	0	-3	-2

Filtered by structure: the compounds so far with an aryl thioether with sulfur outside any ring.
5. COC(=O)c1ccc2c(=O)n(CCN3CCOCC3)c(SCC(=O)NCc3ccccc3)nc2c1
15. O=C(CCCSc1nc(-c2ccco2)cc(C(F)(F)F)n1)NCc1cccs1
16. CCn1c(=O)c2c3c(sc2n2c(SCc4ccc(F)cc4)nnc12)CCCC3
20. O=C(CSc1ncnc2c1nnn2Cc1ccc(F)cc1)NCC1CCCO1 (stereo not given)
33. COc1ccc(NCc2nnc(SCC(=O)Nc3nc(-c4ccccc4)cs3)n2-c2ccccc2)cc1

Screen / compound no.	5	15	16	20	33
LYPLA2 inh	2	1	5	11	-2
pPAFAH inh	2	11	1	3	-3
GSTO1 inh	9	-4	0	-5	-1
PAD4 inh	0	-4	2	3	-8
PAFAH1B3 inh	-1	2	3	5	2
PAFAH1B2 FP inh	-1	-4	1	4	7
PAFAH2 FP inh	11	-2	4	-3	-2
PME-1 inh	-6	5	-3	6	-4
LYPLA1 inh	2	-3	-2	0	-3

Remaining list, next part
41. O=C(COc1ccccc1N1C(=O)C2C3C=CC(C3)C2C1=O)c1ccccc1 (stereo not given)
42. Cc1ccc(S(=O)(=O)N(C)C)cc1NC(=O)Cn1c(CN2CCOCC2)nc2ccccc2c1=O
43. O=C(NC(CO)Cc1ccc([N+](=O)[O-])cc1)C(Cl)Cl (stereo not given)
44. CCc1cccc(NC(=S)Nc2cccc3ccccc23)c1
45. Cc1ccc(S(=O)(=O)NC2CCCCC2)cc1
46. CCC(CC)C(=O)NCCc1ccc(OC)cc1
47. O=C(CSc1nc2c(cnn2-c2ccccc2)c(=O)[nH]1)N1CCOCC1
48. CC(C)CCN1CCN(Cc2nc3ccccc3s2)CC1CCO (stereo not given)
49. CCOc1ncccc1C(=O)OCC(=O)c1c[nH]c2ccccc12
50. COC(CNC(=S)Nc1ccc([N+](=O)[O-])cc1)OC

Screen / compound no.	41	42	43	44	45	46	47	48	49	50
LYPLA2 inh	0	2	1	0	-1	6	-6	2	4	2
pPAFAH inh	2	4	2	5	5	0	3	2	6	0
GSTO1 inh	-5	1	1	-4	.	3	-3	4	.	2
PAD4 inh	0	-9	-2	-4	-6	-2	1	-1	0	0
PAFAH1B3 inh	12	6	-4	6	8	1	1	9	6	6
PAFAH1B2 FP inh	6	2	5	5	2	0	-1	1	9	-8
PAFAH2 FP inh	4	1	0	-11	7	-1	0	-1	9	-2
PME-1 inh	2	-5	-4	9	-1	-1	4	0	7	2
LYPLA1 inh	0	4	-1	0	-2	1	-2	0	-4	-5

Three compounds already listed, arranged by molar mass, ascending.
46. CCC(CC)C(=O)NCCc1ccc(OC)cc1
48. CC(C)CCN1CCN(Cc2nc3ccccc3s2)CC1CCO (stereo not given)
41. O=C(COc1ccccc1N1C(=O)C2C3C=CC(C3)C2C1=O)c1ccccc1 (stereo not given)

Screen / compound no.	46	48	41
LYPLA2 inh	6	2	0
pPAFAH inh	0	2	2
GSTO1 inh	3	4	-5
PAD4 inh	-2	-1	0
PAFAH1B3 inh	1	9	12
PAFAH1B2 FP inh	0	1	6
PAFAH2 FP inh	-1	-1	4
PME-1 inh	-1	0	2
LYPLA1 inh	1	0	0

Additional compounds:
51. COC(=O)c1cc(OC)c(OC)cc1NC(=O)CN1C(=O)c2ccccc2C1=O
52. C=C1CCN([C@@H](Cc2ccccc2)C(=O)NCCCc2ccccc2)S(=O)(=O)c2ccccc21
53. Cc1cc(N2CCN(c3ccccn3)CC2)n2nc(C)nc2n1
54. CCc1cc(C(=O)N2CCN(c3ccccc3OC)CC2)sc1C
55. CCCCc1cc(=O)oc2cc(OCC(=O)N3CCOCC3)ccc12
56. CC(C)CNS(=O)(=O)c1ccc(S(=O)(=O)N2CCC3(CC2)OCCO3)cc1
57. CCc1ccc2[nH]c(=O)c(CN(Cc3ccccc3OC)C(=O)Nc3ccccc3OC)cc2c1
58. Cc1ccc(N2C(=O)NC(NS(=O)(=O)c3ccc(C)cc3)(C(F)(F)F)C2=O)cc1 (stereo not given)
59. CC(C)Nc1nc(Cl)nc(Nc2ccccc2)n1
60. COCC(C)n1c(SCC(=O)N2CCCCC2)nc2ccccc2c1=O (stereo not given)

Screen / compound no.	51	52	53	54	55	56	57	58	59	60
LYPLA2 inh	-4	-8	-2	1	2	6	-5	-5	0	0
pPAFAH inh	-2	9	1	2	-1	6	8	1	1	-5
GSTO1 inh	3	3	3	3	-4	5	-3	6	9	3
PAD4 inh	-2	7	3	-1	-2	0	-3	-3	1	-1
PAFAH1B3 inh	5	5	3	5	-1	-3	-3	1	2	9
PAFAH1B2 FP inh	-2	0	1	4	3	9	4	7	2	-4
PAFAH2 FP inh	-1	-6	-3	12	4	13	4	7	-1	-5
PME-1 inh	3	-3	3	2	-4	4	-4	-7	-2	-2
LYPLA1 inh	-2	-2	-1	1	-2	1	-5	0	-2	2
